PV pol inh = poliovirus RdRp elongation inhibitors, primary screen, biochemical, fluorescence polarization, total intensity. poliovirus polymerase elongation; active compounds read low. % elongation, % (compound at 16.7 µg/mL). 150,000 compounds, 0.66% hits. AID 588519, 2011; in the data active = % elongation below about 90%; also: some results filed as inactive read as strong as hits
Target sequence (P03300 1749-2209 limits assumed): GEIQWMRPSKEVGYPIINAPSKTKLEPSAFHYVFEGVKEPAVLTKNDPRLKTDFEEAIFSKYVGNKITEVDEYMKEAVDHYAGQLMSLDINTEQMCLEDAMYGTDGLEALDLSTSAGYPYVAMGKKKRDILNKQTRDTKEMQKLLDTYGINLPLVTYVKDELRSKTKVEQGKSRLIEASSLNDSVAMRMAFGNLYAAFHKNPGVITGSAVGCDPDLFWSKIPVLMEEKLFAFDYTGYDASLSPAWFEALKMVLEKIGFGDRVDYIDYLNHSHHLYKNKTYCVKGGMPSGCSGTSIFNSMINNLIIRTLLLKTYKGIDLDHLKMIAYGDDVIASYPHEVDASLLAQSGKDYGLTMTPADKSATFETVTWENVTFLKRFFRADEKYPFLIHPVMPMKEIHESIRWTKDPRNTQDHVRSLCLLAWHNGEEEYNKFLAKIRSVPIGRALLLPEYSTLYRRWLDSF
PV pol inh FP z-score = further read-out of PV pol inh, marked with its call; z-score; measured here: FP z-score; hits read low
* marks the source's active call; other numbers are inactive results. These rows are one share of the data; the hit share may differ from the screen's.

canonical_smiles	PV pol inh	PV pol inh FP z-score
COc1cccc(/C=N/NC(=O)c2oc3nc(-c4ccccc4)cc(-c4ccco4)c3c2N)c1	70.0	-4.3
O=C1/C(=C\c2ccco2)N=C(SCc2nc3sc4c(c3c(=O)[nH]2)CCCC4)N1c1ccc(OC(F)F)cc1	142.0	3.7
O=C(Cn1cc(C(F)(F)F)ccc1=O)N1CCCC1	101.0	-0.5
Nc1ccc2nc(SCc3cccc(F)c3)sc2c1	101.0	-0.2
Cc1c(C(=O)OC(C)C(=O)N(C)c2ccccc2)oc2ccccc12 (centres undefined)	104.0	0.1
COc1cccc(NC(=O)CCNC(=O)Cn2cnc3ccccc3c2=O)c1	106.0	0.3
CC1=NN(Cc2ccccc2)C(=O)/C1=C\c1ccc(N(C)C)cc1	104.0	0.9
c1ccc2c(c1)oc1c(N3CCNCC3)ncnc12	103.0	0.1
COc1ccc(-c2cc(C)nc(N)c2C#N)cc1	105.0	0.1
CCN(CC)C(=O)/C=C/c1cn(-c2ccccc2)nc1-c1ccccc1	103.0	0.8
COc1ccc(C2C(=O)c3cc(OC)c(OC)cc3C2c2ccccc2)cc1OC (centres undefined)	105.0	0.8
COc1ccccc1NC(=O)/C=C1\SCC(=O)N1C	106.0	0.5
Cc1ccc(-n2nc3c(c2NC(=O)COc2ccc(Cl)cc2)CSC3)c(C)c1	103.0	0.3
O=C(Oc1ccccc1)c1ccc(F)cc1	102.0	0.3
CC(C)CCNC(=O)c1cnc2sc(N3CCCCCC3)nn2c1=O	110.0	0.4
N#Cc1ccccc1Cn1cc(/C=C2\NC(=O)NC2=O)c2ccccc21	106.0	0.3
CCN(CC)c1ccc(CN(C)CCc2ccc(OC)c(OC)c2)cc1	100.0	-0.1
CC(C)(C)Cc1nc(-c2ccccc2)no1	103.0	0.6
CC(=O)NCCC(=O)O	106.0	0.5
Cc1cn2c(=O)cc(COC(=O)c3cccc(NC(=O)COc4ccccc4Cl)c3)nc2s1	110.0	0.9
CC(=O)c1c(C)oc2ccc(N(C(=O)Oc3ccccc3)S(=O)(=O)c3ccc(C(C)(C)C)cc3)cc12	101.0	-0.3
CCn1cc(C(=O)N2CCN(c3ccc(F)cc3)CC2)c(=O)c2cc(S(=O)(=O)N(C)C)ccc21	103.0	1.9
O=c1oc2ccccc2cc1-c1cn2cc(Cc3ccccc3F)sc2n1	106.0	0.2
CC(=O)Nc1cc(C(=O)NCc2ccccc2)ccc1Sc1ccc(C)cc1	111.0	0.2
O=C(Nc1ccc(Br)c(C(F)(F)F)c1)c1ccc(=O)[nH]c1	105.0	0.3
CC(C)(C)/C(O)=C(/C#N)c1nc2ccccc2[nH]1	101.0	0
CC(C)(C)CC[n+]1ccc(C(N)=O)cc1	102.0	0.2
CC1CN(c2oc(COc3ccc(Cl)cc3Cl)nc2C#N)CC(C)O1 (centres undefined)	98.0	-1.7
Cc1ccccc1C(=O)NCC(c1cccnc1)N1CCc2ccccc21 (centres undefined)	106.0	-0.5
NC(=O)c1c(NC(=O)C2CC2)sc2c1CCCC2	99.0	-0.5
NNC(=S)NCCc1ccc(Cl)cc1	99.0	-0.6
O=C(Cc1noc2ccccc12)Nc1ccc(F)cc1	100.0	-1.8
C=CCN1C(=O)C2(/C(=C(/O)c3ccccc3)C(=O)C(=O)N2CCOC)c2ccccc21 (centres undefined)	101.0	-0.2
CCCCN(CC)Cc1ccc(CNS(=O)(=O)c2cc3c(cc2Cl)NC(=O)CO3)o1	100.0	-1.7
Cc1oc(-c2ccc(Cl)cc2)cc1C(=O)/C(C#N)=C/Nc1ccccc1	103.0	0.5
COC(=O)Cn1c(O)c(N=NC(=O)c2ccc3c(c2)OCO3)c2ccccc21	100.0	-0.5
Cc1cc(C)c(NC(=O)CCS(=O)(=O)c2cc3c(cc2Cl)NC(=O)CO3)c(C)c1	109.0	0.7
Cc1cc(C(=O)CC#N)c(C)n1-c1ccccc1F	102.0	0.2
Cc1ccccc1NCCC(=O)Nc1ccc(Cl)cc1	105.0	0.3
C=CCN1C(=O)S/C(=C/c2cn(CC(=O)O)c3ccccc23)C1=O	98.0	-0.9
Cc1ccc(CN2CCC(CNC(=O)c3cc4ccc5cccnc5c4[nH]3)CC2)cc1	109.0	0.3
COc1cccc(C2=NC(=C(C)C)C(=O)O2)c1	102.0	-0.1
CCn1c2ccccc2c2cc(NC(=O)COc3ccc(OC)cc3)ccc21	104.0	0.6
COC(=O)C1=C(NN(C)c2ccc(OC)cc2)CN(c2ccccc2)C1	98.0	-0.6
COc1ccc(C(=O)Nc2cc3c4c(c2)CCN4C(=O)CC3)c(OC)c1	101.0	-0.4
Cc1ccsc1CN(C)C(=O)Cn1c(C)nc2scc(-c3cccs3)c2c1=O	110.0	0.9
CCOC(=O)N1CN(Cc2ccccc2)Cc2c1oc1ccccc1c2=O	97.0	-0.6
COc1ccc(CC(=O)NCc2nc3cccnc3n2Cc2ccccc2)cc1	101.0	-1.5
COC(=O)Sc1nnc(-c2ccc(Br)cc2)o1	101.0	-0.2
Cc1cccn2c(=O)c(/C=C(\C#N)c3nc4ccccc4s3)c(Oc3ccc(F)cc3)nc12	90.0	-2.8

(cont.)
canonical_smiles	PV pol inh	PV pol inh FP z-score
CN1CCc2c(sc(NC(=O)c3ccc(S(=O)(=O)N(C)C)cc3)c2C(N)=O)C1	109.0	2.6
CC(C)OC(=O)c1c(NC(=O)C2c3ccccc3Oc3ccccc32)sc2c1CCCC2	107.0	0.6
COC(=O)CNC(=O)c1ccccc1C	99.0	-0.3
COCc1c(N)c(C)nc(Cl)c1C#N	103.0	0.3
COc1ccccc1CN(Cc1ccco1)c1cnc(S(C)(=O)=O)nc1C(=O)Nc1ccccc1Cl	102.0	-1
NC(=O)c1ccccc1NS(=O)(=O)c1ccccc1	101.0	0
Cc1ccc(NC(=O)CSc2nc3ccc(NC(=O)c4cccs4)cc3s2)c(C)c1	102.0	-1
O=C(/C=C/c1ccc(O)c(O)c1)OC(Cc1ccc(O)c(O)c1)C(=O)O (centres undefined)	103.0	0.7
COc1ccc(CCNC(=O)CSc2nc3c(cnn3-c3ccc(C)cc3)c(=O)[nH]2)cc1OC	103.0	0.3
CCOCCCNc1n[nH]c(=S)s1	88.0*	-2.2*
CCCSc1nc2c([nH]c3ccccc32)c(=O)n1-c1ccc(F)cc1	98.0	-0.2
Cc1nn(CC(N)=S)c(C)c1Br	108.0	0.9
Cc1ccn2c(CN3CCNCC3)c(C)nc2c1	102.0	0.1
CC(C)(C)c1ccc(C(=O)NCC(c2ccc(Cl)cc2)N2CCOCC2)cc1 (centres undefined)	100.0	-0.3
Cc1cc(NC(=O)C2CC(=O)N(Cc3ccccc3)C2)no1 (centres undefined)	102.0	0.2
CN(C1CCCCC1)S(=O)(=O)c1ccc(S(=O)(=O)N(Cc2ccccn2)Cc2ccco2)cc1	103.0	0.4
NNC(=O)COc1ccc(Cl)cc1Cl	104.0	0.5
O=C(CSC1=NCCS1)c1ccccc1Br	101.0	-0.2
N#Cc1ccc(Oc2ncnc3c2oc2ccccc23)cc1	101.0	-0.4
O=C(Nc1ccc(S(=O)(=O)N2CCOCC2)cc1)c1ccc(Br)s1	103.0	0.2
O=C(Cc1cn2ccsc2n1)OCC(=O)c1ccccc1	102.0	-0.1
O=C(N/N=C\c1c(Cl)cccc1Cl)c1nc(CS(=O)(=O)c2ccc(Cl)cc2)no1	104.0	0.6
Oc1ccc(Oc2ccc(Oc3ccc(O)cc3)cc2)cc1	101.0	0.2
CCn1c2ccccc2c2cc(C=Nc3ccc(S(N)(=O)=O)cc3)ccc21	100.0	0.2
O=C(Nc1ccccc1)C1CCCN1C(=O)Nc1ccc(F)cc1 (centres undefined)	107.0	1.8
CCOC(=O)C1CCCN(C(=O)c2cccc(NC(=O)c3nsc4ccccc34)c2)C1 (centres undefined)	113.0	1.3
O=c1c(=O)n(-c2cccc(Cl)c2)ccn1Cc1cccc(F)c1	101.0	-0.9
Cc1noc(C)c1CSc1nnc(-c2ccccc2)o1	103.0	0.2
Cc1cc[n+](CCC(=O)O)c2ccccc12	105.0	0
Cn1c(=NC(=O)Cc2cccs2)sc2cc(F)ccc21	103.0	0.5
Cc1cc(/C=N/NS(=O)(=O)c2cccc(C(F)(F)F)c2)no1	101.0	-0.2
C=CCNC(=O)c1cc2nc(C3CC3)cc(C(F)F)n2n1	99.0	-1.1
CCOc1ccc(NC(=O)CSc2nnc3scc(-c4ccccc4)n23)cc1	103.0	-0.6
O=c1cc(-c2ccccc2)oc2c(O)c(O)ccc12	98.0	0.1
Cc1nnc2c(SC(C)C)nc3ccccc3n12	102.0	-0.1
Cc1ccc2[nH]c(=O)c(-[n+]3ccccc3)c(-c3ccccc3)c2c1	101.0	0
CCc1nc2ccc(N)cc2[nH]1	99.0	-0.5
Clc1ccc(-c2nc3ncccn3c2Nc2ccc3c(c2)OCCO3)cc1	112.0	-0.1
N#Cc1cc2c(nc1S(=O)Cc1ccc(Cl)cc1)CCCC2 (centres undefined)	104.0	0.5
CCCNc1cc(C)nc2nc(-c3ccc(OC)cc3)nn12	101.0	-0.2
COc1ccccc1NC(=O)C(C)OC(=O)C1COc2ccccc2O1 (centres undefined)	101.0	-0.5
CC(C)CCNC(=O)C1CCCN(S(=O)(=O)c2ccc3c(c2)CC(C)N3C(=O)C2CC2)C1 (centres undefined)	107.0	2.4
COC(=O)c1ccc(COC(=O)c2ccco2)cc1	100.0	0
CCOc1ccc(S(=O)(=O)N(CC(=O)NC2CC2)c2ccccc2)cc1	104.0	0.7
Cc1cc(C)cc(OC(=O)c2cc(-c3ccc(Cl)cc3)on2)c1	106.0	-0.2
O=C(c1ccc(CS(=O)(=O)c2c(Cl)cccc2Cl)o1)N1CCN(Cc2ccccc2)CC1	102.0	0
CCn1c(=O)c(=O)n(CC)c2cc(N3CCCCC3)c(NC(=O)c3ccc(Cl)cc3)cc21	90.0*	-4.3*
CC(NC(=O)C1CC1)C(c1cccs1)N1CCN(Cc2ccccc2)CC1 (centres undefined)	100.0	-0.3
CCOC(=O)N1CCC(NC(=O)c2ccc(CS(=O)(=O)c3ccccc3C)o2)CC1	99.0	-1.2
FC(F)(F)c1cccc(-n2cnnn2)c1	103.0	0.4

Complete entries from above. Order of screens: PV pol inh	PV pol inh FP z-score
C=CCN1C(=O)S/C(=C/c2cn(CC(=O)O)c3ccccc23)C1=O as listed: 98.0	-0.9
CC1CN(c2oc(COc3ccc(Cl)cc3Cl)nc2C#N)CC(C)O1 (centres undefined) as listed: 98.0	-1.7

A run of entries of the results above:
canonical_smiles	PV pol inh	PV pol inh FP z-score
CCOC(=O)N1CCC(NC(=O)c2ccc(CS(=O)(=O)c3ccccc3C)o2)CC1	99.0	-1.2
FC(F)(F)c1cccc(-n2cnnn2)c1	103.0	0.4

Later entries.
Every second line gives: PV pol inh | PV pol inh FP z-score
Cc1c(OC(C)C(=O)O)ccc2c3c(c(=O)oc12)CCCC3 (centres undefined)
→ 102.0 | 0.7
Cn1cc(CC(=O)NCCCN2CCOCC2)c2ccccc21
→ 104.0 | 0.8
CCOC(=O)c1cnn(-c2cccc(C)c2)c1C1CCNCC1
→ 99.0 | -0.6
CN1CCC(OC(=O)c2cc3ccccc3o2)CC1
→ 103.0 | -0.1
O=C(Nc1c(C(=O)Nc2ccc(F)cc2)oc2ccccc12)c1ccccc1F
→ 106.0 | 0.4
CC(C)(C)C(=O)OC1OCCOC1NC(=S)N1CCCC1 (centres undefined)
→ 102.0 | 0.1
COc1ccc(OCC(O)Cn2nc(C)cc2C)cc1 (centres undefined)
→ 103.0 | 0.4
Cc1ccc(CSc2nnc(-c3ccccc3N)c(=O)[nH]2)cc1
→ 101.0 | 0.3
Cc1ccc(-n2c(=O)c3c(c4cc(C)ccc4n3C)n(CC(=O)Nc3ccc(F)cc3)c2=O)cc1
→ 107.0 | -0.1
Cc1cc(C(=O)Cn2ccsc2=N)c(C)n1C1CC1
→ 100.0 | -0.4
NC(=O)c1ccc(C(F)(F)F)cn1
→ 100.0 | -0.2
O=S(=O)(NNc1nccc(-c2cccnc2)n1)c1cccc(C(F)(F)F)c1
→ 101.0 | -0.1
CCN1CCN(C(=O)c2cn(-c3ccccc3)nc2-c2ccccc2)CC1
→ 105.0 | 0.4
O=C(NCC1CCCO1)c1ccc(CS(=O)(=O)c2cccc(C(F)(F)F)c2)o1 (centres undefined)
→ 101.0 | 0.1
CC1=C(C(=O)Nc2ccccc2)C(c2cccnc2)n2nc(SCc3ccccc3Cl)nc2N1 (centres undefined)
→ 101.0 | -1.2
CCOC(=O)c1oc2ccccc2c1COC(=O)CCC(=O)c1ccccc1
→ 101.0 | -0.4
Cc1cc(C)n(-c2ccc(CC#N)cc2)n1
→ 108.0 | 0.9
COc1ccccc1NC(=O)CN1CCN(CC(=O)Nc2ccc(F)c(F)c2)CC1
→ 108.0 | 0.2
Nn1c(Nc2ccccc2)nc2sc3c(c2c1=O)CCC3
→ 108.0 | 0.5
COc1ccc(NC(=O)Cn2cc(S(=O)(=O)c3ccccc3)c(=O)c3cc(C)ccc32)cc1Cl
→ 103.0 | -0.9
CC(=O)CSc1nnc2cc(C)c3cc(C)cc(C)c3n12
→ 102.0 | -0.1
O=c1oc(-c2ccc(F)cc2)nc2sc3c(c12)CCCC3
→ 103.0 | 0.1
NC(=O)c1cc[n+](CC(=O)N2CCOCC2)cc1
→ 101.0 | 0.3
CC(NC(=O)COc1ccc2ccccc2c1)C(=O)O (centres undefined)
→ 99.0 | -0.5
Cc1cc(S(=O)(=O)Nc2ccc(-c3ccc(N4CCCCC4)nn3)cc2)c(C)cc1Cl
→ 98.0 | -1.9
CC(C)(C)OC(=O)/C=C/c1c(Cl)nc2sccn12
→ 100.0 | -0.8
Cc1nc2ccc(S(=O)(=O)N(CC(=O)Nc3ccc(F)cc3)Cc3ccccc3)cc2s1
→ 108.0 | 0.6
O=c1[nH]c(=O)n(Cc2c(Cl)cccc2Cl)cc1F
→ 104.0 | -0.1

Bioassay records: PubChem BioAssay, ICCB-Longwood Screening Facility, Harvard Medical School
